# High-throughput results deposited in PubChem by National Center for Advancing Translational Sciences (NCATS).
# UbGFP stabilizer: ubiquitin-GFP accumulation via proteasome inhibition; Ubiquitin-GFP reporter cells, proteasome inhibition, GFP fluorescence; response scale: untreated = 0%, 10 µM MG-132 = 100%; Potency, µM (series often up to 45.9 µM), for the others: top-dose activation (GFP accumulation), usual class: activators; 67,000 tested, under 10 active; AID 526; active means well fitted activation curve with a large enough effect, not every such curve was filed as active; inconclusive means small, poorly fitted or top-dose-only effect, or another doubt; inactive means no such curve, though single readings can be large or run the other way; further: potency means the concentration at half of the fitted maximal effect
#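 Proteasome blockade was scored as a rise in GFP-expressing U2OS cells carrying a ubiquitin(G76V)-GFP construct, imaged after 4 hr compound treatment at 37 °C across a 46 uM–2.9 nM series.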
# A350 autofl: A350 region autofluorescence; AID 590; Compound autofluorescence, 340/450 nm, Alexa 350 dye-equivalents; active compounds read high; 11% of 59,000 active; max dye-equivalent concentration, M; in the data active means max dye-equivalent concentration above about 10 nM; inconclusive means mostly about 1.1 nM to 9.6 nM
# CRE Fsk mod: CRE-bla signaling modulation under forskolin stimulation; AID 662; Potency, µM (top dose mostly 38.2 µM), without a hit: top-dose activity change, negative = inhibition, usual class: activators; 2.5% of 71,000 active; CHO CRE-bla reporter (cAMP response element driving beta-lactamase), forskolin EC10, beta-lactamase ratio; active means well fitted activation curve with a large enough effect in the signal ratio, with a control signal flat, not every such curve was filed as active; inconclusive means small, poorly fitted or top-dose-only effect, or effect the other way, or a change in a side signal; the % refers to the signal ratio; further: potency means the concentration at half of the fitted maximal effect; % of control where 0% means no effect
#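 Modulation of forskolin-driven signalling is measured in CHO cells carrying a CRE-controlled beta-lactamase reporter. Cells are stimulated with EC10 NKH 477 in the presence of titrated compound for 3 h at 37 °C, then loaded with CCF4 for 2 h at room temperature.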
# Texas Red fluor: compound fluoresces in the Texas Red spectral region | Compound fluorescence, Texas Red channel, 547/618 nm; active compounds read high | 0.06% of 59,000 active | max dye-equivalent concentration, M; in the data active means max dye-equivalent concentration above about 10 nM; inconclusive means between about 1.1 nM and that limit
#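 qHTS profiling of intrinsic compound fluorescence; 100 mM Tris pH 8.0; 15 min RT; ex 547 / em 618 nm; response expressed as Texas Red dye-equivalent concentration from six-point plate standard.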
# FLuc inh: blocks Photinus pyralis firefly luciferase activity. 2.2% of 72,000 active. purified firefly luciferase, luminescence, 8 min. P08659. AID 411. Potency, µM (doses to about 57.1 µM), without a hit: at the top dose activity change, negative = inhibition, most hits filed as inhibitors; further: potency means the concentration at half of the fitted maximal effect; on the % scale 0 is the no-effect control and ±100 the full control effect; nearly all actives have a fitted effect of over 40% in size
# Target sequence (P08659 whole entry, looked up): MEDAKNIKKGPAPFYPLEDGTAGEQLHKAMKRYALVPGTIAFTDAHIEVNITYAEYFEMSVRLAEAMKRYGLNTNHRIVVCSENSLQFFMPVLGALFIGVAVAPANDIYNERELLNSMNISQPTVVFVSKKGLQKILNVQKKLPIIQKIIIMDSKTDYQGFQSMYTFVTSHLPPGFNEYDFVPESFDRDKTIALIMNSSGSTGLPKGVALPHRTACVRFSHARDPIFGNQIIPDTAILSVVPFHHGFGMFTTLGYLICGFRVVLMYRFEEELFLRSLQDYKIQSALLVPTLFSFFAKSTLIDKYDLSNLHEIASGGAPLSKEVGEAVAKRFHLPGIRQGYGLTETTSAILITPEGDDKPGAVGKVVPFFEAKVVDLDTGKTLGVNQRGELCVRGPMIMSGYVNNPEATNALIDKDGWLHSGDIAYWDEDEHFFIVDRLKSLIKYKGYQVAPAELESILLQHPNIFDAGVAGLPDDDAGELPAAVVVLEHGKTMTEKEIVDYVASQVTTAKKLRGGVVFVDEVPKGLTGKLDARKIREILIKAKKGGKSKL
#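 Substrate buffer containing 10 uM ATP (pH 7.2 imidazole, Mg2+, KCl, detergent, BSA) is dispensed, compound pinned in, then luciferase/luciferin detector mix added. After 8 min at ambient temperature, light output is measured.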
# HBB splicing: modulators of hemoglobin beta chain splicing; AID 925; HBB splicing reporter cell assay, activation; EGFP reporter with mutant IVS2-654 intron; response scale: normalised to 500 nM splice-correcting PNA; 0.06% of 65,000 active; Potency, µM (highest dose often 46.1 µM), without a hit: at the top dose activation, actives largely listed as activators; further: potency means the concentration at half of the fitted maximal effect; 0% is about no effect
#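 HeLa cells stably expressing EGFP interrupted by mutant beta-globin intron 2 (IVS2-654), 500/well in 2% FCS. Treated with compound for 2 days at 37C. Splicing correction scored as total well GFP intensity (488 nm excitation, 500-520 nm emission); 500 nM antisense PNA served as control.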
# ERK AVP inh: blocks ERK signaling stimulated by vasopressin. HEK293-V1b, vasopressin-stimulated pERK AlphaScreen. Potency, µM (series often up to 57.5 µM), inactives show top-dose activity, negative = inhibition, hits mostly inhibitors. 0.99% of 72,000 active. AID 995; further: potency means the concentration at half of the fitted maximal effect; on the % scale 0 is the no-effect control and ±100 the full control effect; nearly all actives have a fitted effect of over 55% in size
#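 HEK293 cells stably expressing V1b receptor, seeded overnight in 1% FBS, were treated with compounds for 30 min at 37C, then stimulated 5 min with 25 nM vasopressin; phospho-ERK read by AlphaScreen SureFire after lysis.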
# Hsp90 Hop PPI: changes Hsp90-Hop TPR2A binding signal, up or down | 0.44% of 71,000 active | Potency, µM (series often up to 57 µM), for the others: at the highest dose activity change, negative = inhibition | AlphaScreen TPR2A-His6 binding biotin-Hsp90 C-terminal peptide; active means well fitted curve in either direction with a large enough effect; inconclusive means small, poorly fitted or top-dose-only effect, or another doubt; further: potency means the concentration at half of the fitted maximal effect; on the % scale 0 is the no-effect control and ±100 the full control effect; many of its hits are not listed in these tables
# Fluorescein fluor: fluorescein region autofluorescence. Compound autofluorescence, 480/540 nm, fluorescein-equivalent; active compounds read high. max fluorescein-equivalent concentration, M. 0.91% of 59,000 active; in the data active means max fluorescein-equivalent concentration above about 10 nM; inconclusive means between about 1.1 nM and that limit
#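 Compounds were pin-transferred into 100 mM Tris buffer, pH 8.0, and incubated 15 min at room temperature. Fluorescence was read at 480 nm excitation/540 nm emission. Signals were normalized to an on-plate six-point fluorescein standard curve as dye-equivalent concentration.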
# 4MU fluor: 4-MU region autofluorescence. compound autofluorescence, 340/450 nm, 4-MU equivalents; active compounds read high. AID 589. 11% of 59,000 active. max dye-equivalent concentration, M; in the data active means max dye-equivalent concentration above about 10 nM; inconclusive means mostly about 1.1 nM to 9.6 nM
#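 Compounds in 100 mM Tris, pH 8.0, incubated 15 min at room temperature, then fluorescence read at 340 nm excitation/450 nm emission. Signal converted to 4-MU dye-equivalent concentration using an on-plate six-point 4-MU standard curve.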
# GFP derepression: epigenetic GFP locus derepression in mouse cells | mouse C127i GFP locus derepression, cytometry, 30 h | Potency, µM (highest dose often 46.1 µM), without a hit: top-dose GFP derepression (activation) | 0.09% of 68,000 active; further: % of control where 0% means no effect
#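 Read-out is the number of GFP-positive cells, scored as fluorescent objects 20 to 120 um wide, reflecting derepression of a silenced CMV-GFP reporter in murine C127i cells after 30 h compound exposure at 37 C.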
# * = called active by the depositor; i = inactive; u = inconclusive; x = not tested or not shown; [ ] = remark or other dose. Unless noted, the call rests on the fitted dose curve; in most records, active means well fitted curve in the direction sought with a large enough effect; inconclusive means small, poorly fitted or top-dose-only effect, or another doubt; inactive means no such curve, though single readings can be large; an effect the other way counts as inactive or inconclusive.
molecule	UbGFP stabilizer	A350 autofl	CRE Fsk mod	Texas Red fluor	FLuc inh	HBB splicing	ERK AVP inh	Hsp90 Hop PPI	Fluorescein fluor	4MU fluor	GFP derepression
COC(=O)/C=C/S(=O)(=O)c1ccc(NC(C)=O)cc1	-12%	x	u	x	-11%	-8.1%	u	2%	x	x	3%
CCNC(=O)Cn1cnc2c1c(=O)n(C)c(=O)n2C	7%	i	1%	i	-1%	-0.6%	7%	-4%	u	i	2%
O=CN(Cc1ccco1)C1(C(=O)NC2CCCCC2)CCCCC1	2%	1.9e-08M*	u	u	3%	-4.8%	6%	-2%	u	1.7e-08M*	2%
CC(=O)NC1(C(F)(F)F)NC(=O)N(CC(C)C)C1=O (stereo unspecified)	-2%	i	-2%	i	-1%	0.1%	13%	0%	u	i	0%
CC(C)OC(=O)c1c(NC(=O)CCn2nnc3ccccc32)sc2c1CCCC2	5%	i	u	i	3%	1.1%	-5%	0%	u	i	0%
COc1ccc(C(=O)NCC(=O)OCC(=O)NC(=O)NC2CCCCC2)cc1OC	-3%	u	21%	i	5%	-3.6%	-3%	2%	i	i	-1%
CC(C)Cn1c(=O)c2c(c3ccccc31)OC(C)C(=O)N2 (stereo unspecified)	0%	u	5%	u	0%	-0.8%	4%	-3%	i	i	8%
Cc1nc2ccccc2c2oc(C(=O)N3CCN(C(=O)c4ccco4)CC3)cc12	-3%	x	13µM*	x	0%	-1.1%	-18%	-3%	x	x	3%
COCCN1C(=O)c2ccc(C(=O)NCc3cccnc3)cc2C1=O	8%	i	-3%	i	0%	2.5%	-4%	-4%	u	i	0%
COCCNc1ccnc(-c2ccccc2CN(C)C)n1	11%	i	0%	i	3%[2.29 µM]	-0.2%	14%	-10%	u	i	2%[9.22 µM]
COc1ccc(-n2nnnc2SCC(=O)Nc2cccc(C)n2)cc1OC	0%	i	u	u	-2%	5.0%[57.5 µM]	u	-1%	i	i	2%
COc1cc(O)c2c(c1)OC(C)(C)CC2=O	-3%	i	-4%	i	-1%	-0.2%	-3%	1%	i	i	0%

# With a hit mark in 4MU fluor, among the entries above:
SMILES	UbGFP stabilizer	A350 autofl	CRE Fsk mod	Texas Red fluor	FLuc inh	Hsp90 Hop PPI	4MU fluor	GFP derepression
O=CN(Cc1ccco1)C1(C(=O)NC2CCCCC2)CCCCC1	2%	1.9e-08M*	u	u	3%	-2%	1.7e-08M*	2%

# Fetched by structure from the entries so far (2):
molecule	UbGFP stabilizer	A350 autofl	CRE Fsk mod	Texas Red fluor	FLuc inh	HBB splicing	ERK AVP inh	Hsp90 Hop PPI	Fluorescein fluor	4MU fluor	GFP derepression
O=CN(Cc1ccco1)C1(C(=O)NC2CCCCC2)CCCCC1	2%	1.9e-08M*	u	u	3%	-4.8%	6%	-2%	u	1.7e-08M*	2%
COC(=O)/C=C/S(=O)(=O)c1ccc(NC(C)=O)cc1	-12%	x	u	x	-11%	-8.1%	u	2%	x	x	3%

# (list continues)
molecule	UbGFP stabilizer	A350 autofl	CRE Fsk mod	Texas Red fluor	FLuc inh	HBB splicing	ERK AVP inh	Hsp90 Hop PPI	Fluorescein fluor	4MU fluor	GFP derepression
O=C1CC(C(=O)N2CCOCC2)C2(CCCC2)O1 (stereo unspecified)	3%	i	-7%	i	3%	0.8%	-10%	-4%	i	i	0%
CCCCN(CCCNc1ncnc2nc[nH]c12)c1ccccc1	1%	x	-8%	x	-17%	0.4%	x	0%	x	x	x
CCN(CC)S(=O)(=O)c1ccc(S(=O)(=O)Nc2cc3c(cc2C(C)=O)OCO3)cc1	-7%	3.5e-08M*	7%	i	0%	x	-8%	-6%	i	1.9e-08M*	3%
CCOC(=O)CSC(CC)C(=O)Nc1nnc(CC)s1 (stereo unspecified)	-7%	x	-5%	x	1%	0.1%	x	-1%	x	x	x
Cc1ccc(-n2ncc3c(NCc4ccco4)ncnc32)c(C)c1	-3%	x	u	x	-7%	-0.6%	x	-5%	x	x	x
O=C(O)c1cc(-c2cccs2)nc2cc3c(cc12)OCCO3	17%	x	u	x	16µM*	-0.7%	x	4%	x	x	x
C=CCN1CC(O)=C(c2ccccc2)C1=N	1%	i	-6%	i	0%	-0.2%[57.5 µM]	-13%	-1%	u	i	-1%
Cc1noc(COc2ccc(OCc3nc(C)no3)cc2)n1	-7%	x	-1%	x	0%	0.8%	-14%	0%	x	x	-3%
CCN(CC(=O)Nc1ccc2c(c1)OCCO2)c1nc(-c2cccnc2)nc2ccccc12	3%	i	u	i	2%	4.4%	u	-8%	i	i	-2%
CCOC(=O)N1CCN(S(=O)(=O)c2ccc(OCC(=O)OC)c(C)c2)CC1	0%	i	1%	i	3%	0.2%	-11%	-1%	i	i	0%
O=C(O)CCC(NS(=O)(=O)c1ccc(-c2ccccc2)cc1)C(=O)O (stereo unspecified)	1%	i	3%	i	0%	x	8%	-11%	i	i	0%
OCCN1CCN(C(c2cccs2)c2ccc3cccnc3c2O)CC1 (stereo unspecified)	6%	i	u	i	0%	4.1%[0.369 µM]	u	32µM*	i	i	2%

# Profiles, quoted from the list:
# Cc1nc2ccccc2c2oc(C(=O)N3CCN(C(=O)c4ccco4)CC3)cc12 reads UbGFP stabilizer = -3%; A350 autofl = x; CRE Fsk mod = 13µM*; Texas Red fluor = x; FLuc inh = 0%; HBB splicing = -1.1%; ERK AVP inh = -18%; Hsp90 Hop PPI = -3%; Fluorescein fluor = x; 4MU fluor = x; GFP derepression = 3%
# O=C1CC(C(=O)N2CCOCC2)C2(CCCC2)O1 (stereo unspecified) reads UbGFP stabilizer = 3%; A350 autofl = i; CRE Fsk mod = -7%; Texas Red fluor = i; FLuc inh = 3%; HBB splicing = 0.8%; ERK AVP inh = -10%; Hsp90 Hop PPI = -4%; Fluorescein fluor = i; 4MU fluor = i; GFP derepression = 0%

# An excerpt of these results, field by field.
OCCN1CCN(C(c2cccs2)c2ccc3cccnc3c2O)CC1 (stereo unspecified)
  UbGFP stabilizer: 6% | A350 autofl: i | CRE Fsk mod: u | Texas Red fluor: i | FLuc inh: 0% | HBB splicing: 4.1%[0.369 µM] | ERK AVP inh: u | Hsp90 Hop PPI: 32µM* | Fluorescein fluor: i | 4MU fluor: i | GFP derepression: 2%

Cc1noc(COc2ccc(OCc3nc(C)no3)cc2)n1
  UbGFP stabilizer: -7% | A350 autofl: x | CRE Fsk mod: -1% | Texas Red fluor: x | FLuc inh: 0% | HBB splicing: 0.8% | ERK AVP inh: -14% | Hsp90 Hop PPI: 0% | Fluorescein fluor: x | 4MU fluor: x | GFP derepression: -3%

# More results
molecule	UbGFP stabilizer	A350 autofl	CRE Fsk mod	Texas Red fluor	FLuc inh	HBB splicing	ERK AVP inh	Hsp90 Hop PPI	Fluorescein fluor	4MU fluor	GFP derepression
CCN(CC)CCCNC(=O)c1cn(C)c2ccc(S(=O)(=O)N(C)C)cc2c1=O	-4%	x	-6%	x	2%	0.8%	-22%	-3%	x	x	-3%
CCOC(=O)C(CC)n1cnc2c(nnn2-c2ccc(C)cc2)c1=O (stereo unspecified)	3%	i	-9%	i	-5%	0.2%	5%	3%	i	i	4%
CN(C(=O)c1ccncc1)c1ccccc1	3%[9.17 µM]	2e-07M*	0%[7.6 µM]	i	0%[11.4 µM]	0.4%[9.22 µM]	1%[11.5 µM]	-1%[11 µM]	i	i	7%[9.22 µM]
CCOC(=O)N1CCN(CC(=O)Nc2ccc(OC)cc2)CC1	0%	i	-7%	i	2%	x	9%	44%	i	i	-2%
C[N+](C)(C)c1cc2c(nn1)Nc1ccccc1S2	-6%[9.17 µM]	i	6%[7.6 µM]	i	-22%[11.4 µM]	6.1%[9.22 µM]	-16%[11.5 µM]	-9%[11 µM]	u	i	3%[9.22 µM]
CCN(Cc1ccccc1)C(=O)CSc1nc(C)cc2c1C(=O)OC2	0%	i	2%	i	1%	1.8%	-3%	-3%	i	i	0%
CCOC(=O)CSC(CC)C(=O)Nc1nnc(C(C)C)s1 (stereo unspecified)	14%	x	10µM*	x	-9%	-0.9%	x	-1%	x	x	x
Cc1ccc(S(=O)(=O)N2CCCC2C(=O)Nc2nc3c(s2)CCCC3)cc1 (stereo unspecified)	1%	i	-20%	i	0%	0.4%	u	-11%	i	i	-1%
Cc1cccc(-n2c(CCCN3C(=O)c4ccccc4C3=O)nc3ccccc3c2=O)n1	-7%	i	7%	i	2%	1.1%	2%	u	i	i	-3%
Cc1nc2ccccc2nc1N1CCC(C)CC1	-7%	u	21%	u	-6%	0.6%	6%	2%	i	i	-1%
Cc1ccc(NC(=O)c2oc3ccc(S(=O)(=O)N4CCOCC4)cc3c2C)cc1C	0%	u	22%	i	-1%	0.3%[57.5 µM]	7%	-1%	u	u	-1%
CC(=O)Nc1cc2c(cc1C(=O)c1ccccc1)OCCO2	9%	x	9%	x	-2%	-0.4%	-28%	-4%	x	x	-2%

# This is a subset (hit frequency here may not be typical).
